# TDP1 inh: blocks human tyrosyl-DNA phosphodiesterase 1 | recombinant TDP1, AlphaScreen DNA substrate cleavage | hit rate 0.28% among 350,000 | Potency, µM (top dose mostly 130 µM), for the others: at the highest dose activity change, negative = inhibition, hits mostly inhibitors; note: nearly all actives have a fitted effect of over 40% in size
# Target sequence (Q9NUW8 whole entry, looked up): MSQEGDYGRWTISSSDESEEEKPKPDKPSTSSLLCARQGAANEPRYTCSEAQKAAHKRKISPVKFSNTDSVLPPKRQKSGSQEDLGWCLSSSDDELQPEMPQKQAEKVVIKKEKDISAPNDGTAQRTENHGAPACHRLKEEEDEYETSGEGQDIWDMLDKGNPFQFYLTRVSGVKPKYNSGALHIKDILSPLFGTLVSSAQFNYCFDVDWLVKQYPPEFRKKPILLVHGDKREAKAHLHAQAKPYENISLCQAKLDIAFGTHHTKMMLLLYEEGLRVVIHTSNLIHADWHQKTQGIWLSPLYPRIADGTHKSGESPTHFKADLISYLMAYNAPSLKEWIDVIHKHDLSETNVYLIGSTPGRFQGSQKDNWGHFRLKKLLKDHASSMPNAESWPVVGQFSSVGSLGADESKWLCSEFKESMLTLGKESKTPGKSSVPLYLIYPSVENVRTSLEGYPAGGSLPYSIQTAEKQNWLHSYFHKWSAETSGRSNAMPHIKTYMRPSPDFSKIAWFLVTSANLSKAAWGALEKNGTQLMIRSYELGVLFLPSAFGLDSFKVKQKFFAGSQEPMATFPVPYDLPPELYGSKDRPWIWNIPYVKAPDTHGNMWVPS
#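 Steps: enzyme plus compound, 15 min RT; add biotin/phosphotyrosine-FITC oligonucleotide (15 nM final), react 5 min; add donor/acceptor beads (10 ug/ml final), 10 min; read AlphaScreen. Tdp1 at 1 nM final.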
# GCN5L2 inh: inhibitors of human GCN5L2 histone acetyltransferase; Q92830; Potency, µM (highest dose often 58.9 µM), for the others: at the top dose activity change, negative = inhibition, usual class: inhibitors; AID 504327; GCN5L2 HAT assay, ThioGlo1 CoA-SH fluorescence; hit rate 0.21% among 390,000
#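 Fluorescence readout, Ex340nm/Em540nm: ThioGlo1 (50uM final) reacts with free CoA thiol released as 20nM GCN5L2 acetylates H3(1-25) peptide (75uM) using acetyl-CoA (70uM). Compound and enzyme sat 15 min beforehand; 20 min room-temperature reaction.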
# TDP1 cell noCPT: qHTS for Inhibitors of human tyrosyl-DNA phosphodiesterase 1 (TDP1): qHTS in cells in absence of CPT | DT40 Tdp1-/- hTDP1 cells, no CPT, ATP luminescence, 48 h | Potency, µM (top dose mostly 46.2 µM), for inactives: at the top dose activity change, negative = growth inhibition, hits mostly inhibitors | hit rate 15% among 420,000 | AID 686978, 2013; note: nearly all actives have a fitted effect of over 55% in size
#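 Seeded 400 DT40-hTDP1 cells/well (vehicle DMSO, no 20 nM CPT); pinned compounds; ≥48 hr at 37 °C; CellTiter-Glo luminescence as viability measure.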
# Starred values were filed as active, the others as inactive; ? = inconclusive; · = no result given; & = joins results of further samples; [ ] = dose if it differs, or a comment. Calls come from the whole dose curve; as a rule, active = well fitted curve in the direction sought with a large enough effect; inconclusive = small, poorly fitted or top-dose-only effect, or another doubt; inactive = no such curve, though single readings can be large; an effect the other way counts as inactive or inconclusive. % is set by controls: 0 for no effect and ±100 for the full control effect; potency is the fitted concentration of half-maximal effect. Only part of the results is shown; the hit share may differ from the screen's.
SMILES,TDP1 inh,GCN5L2 inh,TDP1 cell noCPT
O=C(O)C1=CC[C@@H](c2ccc(Cl)cc2)N(S(=O)(=O)c2ccc(Cl)cc2)C1,-1%,-4%,-18%
O=C(NCCN1CCOCC1)C1CCN(Cc2ccccc2O)CC1,·,-5%,-9%
O=C(OCC#CCSc1nnc(-c2ccc([N+](=O)[O-])cc2)o1)c1cccs1,7%,-7%,?
O=C(CCSc1ccccc1)NCCSCc1ccccc1,1%,0%,?
C=CCSc1nc2[nH]ncc2c(=O)[nH]1,1%,0%,13%
Cc1ccc(CSc2nnc(-c3ccncc3)n2C)cc1,-1%,-10%,-1%
O=C(c1ccc(N2C(=O)C3CC=C(Cl)CC3C2=O)cc1)N1CCOCC1 (centres undefined),5%,1%,6%
COc1cc(NC(=O)COc2ccccc2Cl)ccc1NC(=O)c1cccs1,1%,0%,-9%
CSc1nc(N2CCOCC2)c2c(c1C#N)CCCCC2,4%,-19%,?
CN(CC(=O)N1CCc2ccccc2C1)S(=O)(=O)c1ccc2c(c1)c(=O)n(C)c(=O)n2C,5%,-3%,?
CC1(C)CC(=O)C2=C(C1)NC(Nc1nc3ccccc3o1)=NC2c1cccnc1 (centres undefined),0%,·,-26%
CCCCn1c(N)c(N(CCC(C)C)C(=O)c2ccc3c(c2)OCO3)c(=O)[nH]c1=O,4%,-3%,-13%
COC(=O)c1c(C)sc(-c2c(-c3ccc4c(c3)OCCO4)[nH]c3[nH]c(=O)[nH]c(=O)c23)c1O,5%,-23%,-5%
Oc1ccccc1CNc1ccc2c(c1)OCCO2,8%,4%,-15%
COC(=O)[C@H]1C[C@@H]1[C@H](NC(=O)c1cccnc1)c1ccccc1,9%,·,1%
CC(=O)c1c(C(C)=O)c(C)n(Cc2ccccc2)c1C,2%,-4%,?
CCN(CC)CCCN1C(=O)CSC1c1ccc2c(c1)OCO2 (centres undefined),-3%,-7%,-3%
Cn1c(=O)c2c(nc(OCc3ccccc3)n2C)n(C)c1=O,2%,1%,?
O=C(CCS(=O)(=O)c1ccc(Cl)cc1)N1CCN(c2ccccc2F)CC1,1%,-10%,-18%
COc1ccc(-c2[nH]ncc2C2N=C(N)Nc3nc4ccccc4n32)cc1 (centres undefined),1%,0%,11%
CCOc1ccc(NC(=O)CN2CCN(CC(=O)Nc3cc(OC)cc(OC)c3)CC2)cc1,5%,-5%,-22%
O=C(CCN1CCN(Cc2ccccc2)CC1)NNC(=O)c1cc2ccccc2o1,1%,-2%,18%
O=c1c(-c2ccccc2)nc2cnc(Oc3cccc(Cl)c3)nc2n1C1CC1,·,-14%,-9%
COc1ccc(-c2c(C)oc3ccc(C)cc23)cc1,-3%,-23%,0%
O=C(Cc1ccc(Cl)cc1Cl)OCC(=O)N1CCCCC1,2%,-19%,-16%
SMILES,TDP1 inh,GCN5L2 inh,TDP1 cell noCPT
COc1ccc(-n2c(SCC(=O)Nc3nc(C)cs3)nnc2-c2ccoc2C)cc1,3%,-5%,?
CC(C)CCN1C(=O)c2ccc(C(=O)OCn3nnc4ccccc4c3=O)cc2C1=O,2%,-9%,-23%
O=S(=O)(c1ccc(Cl)cc1)N1CCC(N2CCCCCC2)CC1,2%,2%,-15%
C=CCn1c(=O)c(C(=O)NC(C)c2ccccc2)c(O)c2ccccc21 (centres undefined),-7%,-19%,-21%
CCCCCCC(=O)Nc1nc(C)c(-c2csc(Nc3cc(Cl)ccc3C)n2)s1,1%,-4%,?
O=C(NNc1nc(-c2ccccc2)c2cc(Br)ccc2n1)c1ccc(S(=O)(=O)N2CCCCC2)cc1,5%,-7%,?
Cc1ccc(CNC(=O)C2CCCN(c3nnc(-n4c(C)ccc4C)s3)C2)cc1 (centres undefined),5%,-4%,18µM*
CC(=O)Nc1cccc(NC(=O)CSc2nccn2Cc2ccco2)c1,6%&10%,-28%&-8%,?
CCc1ccc(-n2c(=O)c3sc4ccccc4c3n(CC(=O)NC3CCCCC3)c2=O)cc1,4%,-2%,?
CCCCOc1ccc(N=Cc2cccs2)cc1,3%,2%,-20%
CCOc1ccccc1Oc1ncnc2c1oc1ccccc12,1%,-5%,21µM*
O=C(OOC(=O)c1ccccc1)c1ccccc1,11%&6%,0%&-9%,-9%
CC1CCCCN1C(=O)COC(=O)c1cccc(NS(=O)(=O)c2ccccc2)c1 (centres undefined),·,-14%,-14%
Cc1ccc(CNC(=O)c2cc3c(s2)CS(=O)(=O)C3)cc1,1%,-25%,29%
CCc1ccc(NC(=O)c2cnc3scc(C)n3c2=O)cc1,8%,-13%,?
Cc1ccc(NN2C(=O)C=CC2=O)cc1,2%,21%,-11%
O=C(NCCOc1ccccc1F)c1ccccc1SCc1ccc(F)cc1,-2%,-6%,-27%
Clc1ccc(CCNc2nc3ccccc3n3nnnc23)cc1,-1%,-8%,1%
NC(=O)c1ccc(NC(=O)c2ccc(CN3CCOCC3)cc2)cc1,-1%,-6%[0.501 µM],-3%
O=C(CNS(=O)(=O)c1ccccc1Br)OCC(=O)N1CCc2ccccc21,-2%,-7%[0.501 µM],-1%
Cc1nc(-c2cccc(F)c2)sc1CCNC(=O)c1c(F)cccc1Cl,-4%,-1%,?
COc1ccc2c(c1)N1CCN=C1N2C,2%,-10%,16%
CCCCn1c(N)c(N(CC(C)C)C(=O)CCCc2cccs2)c(=O)[nH]c1=O,4%,-6%,-3%
CC(=O)Nc1ccc(C(=O)COC(=O)c2ccco2)c(F)c1,0%,-1%,-4%
O=C(CSc1ccc2nnc(-c3ccc(Cl)cc3)n2n1)N1CCCC1,4%,-1%,?
SMILES,TDP1 inh,GCN5L2 inh,TDP1 cell noCPT
COc1ccc(N2CCN(CCCn3c(=S)[nH]c4ccccc4c3=O)CC2)cc1,·,-7%,?
CCN(CC)C(=O)COc1cccc2ccccc12,-3%,-2%,-10%
O=C(NC1(C(F)(F)F)C(=O)Nc2c1c(=O)[nH]c(=O)n2-c1ccc(Cl)cc1)c1ccccc1F (centres undefined),12%,1%,-17%
COc1ccc(OC)c(-c2cc(-c3cccnc3)nc(N)c2C#N)c1,0%,-1%,0.92µM*
COc1ccc(OC)c(N(CC(=O)Nc2ccc3c(c2)OCCO3)S(C)(=O)=O)c1,3%,0%,-31%
CC(=O)Nc1ccc(NC(=O)COC(=O)c2c(-c3ccccc3)noc2C)cc1,2%,-18%,?
COC(=O)/C(=C(/F)Sc1cc(C)c(O)c(C)c1)C(F)(F)F,5%,-7%,7.3µM*
CCOc1ccc2[nH]c3c(NCCC(C)C)ncnc3c2c1,·,?,18µM*
Cc1ccn2c(-c3n[nH]c(=S)n3Cc3ccccc3)c(C)nc2c1,3%,-1%,?
CN1CCN(C2OC(=O)c3ccccc32)CC1 (centres undefined),1%,4%,-4%
CC(C)Cc1nnc(NC(=O)CCC(=O)Nc2ccccc2F)s1,0%,-2%,4%
COc1ccccc1NC(=O)c1cc(S(=O)(=O)N2CCc3ccccc32)ccc1F,2%&3%,-1%&1%,?
O=C(/C=C/c1c(F)cccc1Cl)Nc1cccnc1,·,-19%,?
CCOC(=O)C1CCN(S(=O)(=O)c2c(C)[nH]c(=O)[nH]c2=O)CC1,-3%,-1%,1%
Brc1c(CSc2nncn2-c2ccccc2)nc2sccn12,6%,?,2%
COc1ccc(C(=O)Nc2ccccc2N2CCCC2)cc1,·,0%,0%
Cc1cccc(OCCOC(=O)C2CCN(S(=O)(=O)c3cccs3)CC2)c1,1%,-12%,-4%
O=c1[nH]cc(S(=O)(=O)c2ccccc2)[nH]1,3%,-8%,?
CCCc1ccc(C(=O)NNc2ccc(F)cc2)cc1,9%,-9%,-1%
CCOC(=O)NCc1ccc(CNC(=O)OCC)cc1,4%,1%,-16%
CC(C)(Oc1ccc(Cl)cc1)C(=O)NNC(=O)c1ccc(Br)o1,-2%,-1%,12%
CC(=O)Nc1ccc(CNC(=O)C[N+]2(C)CCOCC2)cc1,-2%,-5%,8%
COc1ccc(N2CCN(C(=O)CSc3nnc4c(C)cc5cc(C)ccc5n34)CC2)cc1,9%,-8%,?
Cc1ccc2c(C)cc(=S)[nH]c2c1,9%,-6%,?
CN1C(=O)NC(c2cccc([N+](=O)[O-])c2)C2=C1CC(C)(C)CC2=O (centres undefined),·,3%,8%

# Record cards, from the list above.
# `COC(=O)/C(=C(/F)Sc1cc(C)c(O)c(C)c1)C(F)(F)F` is listed as TDP1 inh: 5%; GCN5L2 inh: -7%; TDP1 cell noCPT: 7.3µM*
# `CCOC(=O)NCc1ccc(CNC(=O)OCC)cc1` is listed as TDP1 inh: 4%; GCN5L2 inh: 1%; TDP1 cell noCPT: -16%
# `CCOC(=O)C1CCN(S(=O)(=O)c2c(C)[nH]c(=O)[nH]c2=O)CC1` is listed as TDP1 inh: -3%; GCN5L2 inh: -1%; TDP1 cell noCPT: 1%

# The main list resumes, repeating the six entries before the break.
SMILES,TDP1 inh,GCN5L2 inh,TDP1 cell noCPT
CCOC(=O)NCc1ccc(CNC(=O)OCC)cc1,4%,1%,-16%
CC(C)(Oc1ccc(Cl)cc1)C(=O)NNC(=O)c1ccc(Br)o1,-2%,-1%,12%
CC(=O)Nc1ccc(CNC(=O)C[N+]2(C)CCOCC2)cc1,-2%,-5%,8%
COc1ccc(N2CCN(C(=O)CSc3nnc4c(C)cc5cc(C)ccc5n34)CC2)cc1,9%,-8%,?
Cc1ccc2c(C)cc(=S)[nH]c2c1,9%,-6%,?
CN1C(=O)NC(c2cccc([N+](=O)[O-])c2)C2=C1CC(C)(C)CC2=O (centres undefined),·,3%,8%
COc1cc2nc(SCc3ccc(F)cc3)n(Cc3cccs3)c(=N)c2cc1OC,1%,-11%,-14%
Cc1ccc(Oc2nc(CN3CCOCC3)nc3sc4c(c23)CCC(C)C4)cc1C (centres undefined),0%,-7%,?
CCCn1c(SCC(=O)Nc2ccc(NC(C)=O)cc2)nc2c1c(=O)n(C)c(=O)n2C,·,-6%,?
CCNC(=O)c1ccc2c(c1)S(=O)(=O)c1ccccc1C2=O,0%,-4%,4%
CCOC(=O)CSc1nc2c(c(=O)n1-c1ccc(OC)cc1)SCC2,2%,-16%,-8%
Clc1ccc(-n2ncc3c(NCc4ccc5c(c4)OCO5)ncnc32)cc1,5%,-3%,2%
O=C1CC(NS(=O)(=O)c2ccc([N+](=O)[O-])cc2)CN1c1ccc(Cl)cc1 (centres undefined),·,-1%,16µM*
c1ccc(-n2ncc3c2ncn2nc(-c4ccco4)nc32)cc1,5%,-2%,-29%
COc1ccc2cc(C(=O)CS(=O)(=O)c3ccccc3)c(=O)oc2c1,5%,-16%,-8%
Cn1c(=O)c2nc3ccc(NC(=O)C(F)(F)F)cc3nc2n(C)c1=O,5%,0%,?
Cc1ccc(-n2nnnc2SCn2nnc3ccccc3c2=O)cc1,2%,2%,13µM*
COc1ccc(CNC(=O)c2sc(=S)n(-c3ccccc3)c2N)cc1,1%,-15%,?
CC1Cc2cc(/C(O)=C3/C(=O)C(=O)N(CCCN(C)C)C3c3ccncc3)ccc2O1 (centres undefined),2%,-4%,?
COc1ccc(-c2cc(=O)oc3c(C)c(OC(C)C(=O)Nc4ccc(CN5CCOCC5)cc4)ccc23)cc1 (centres undefined),6%,-17%,?
Cc1cc(C)c2nc(C)cc(Nc3ccc(C(=O)N(C)C)cc3)c2c1,0%,-15%,-10%
CCOC(=O)C1CCCN(C(=O)Cn2nc(CC)n3c(cc4occc43)c2=O)C1 (centres undefined),3%,-2%,?
COCCNC(=O)C1CC2Cn3c(nc4cc5ccccc5cc43)C2N1C (centres undefined),0%,-9%,-3%
Cc1onc(-c2ccccc2)c1NC(=O)N(Cc1ccccc1)C(C)C,4%,0%,?
OCCC1CN(Cc2nc3c(s2)CCCC3)CCN1Cc1ccsc1 (centres undefined),-5%,0%,-24%

# Compound activity: PubChem, National Center for Advancing Translational Sciences (NCATS)
